V-ATPase pHluor – regulators of yeast V-ATPase proton pumping, primary screen, pHLuorin cytosolic pH fluorescence | S. cerevisiae | response, % at 10 µM | 0.37% of 350,000 active; in the data active means response mostly above about 7.3%, no sharp cut-off; inactive means mostly below about 5.4%; further: actives read high; inactives centre near 0; some compounds called inactive have numbers as strong as hits; reference of the scale not given here
Keap1 Nrf2 FP – Keap1-Nrf2 protein-protein interaction inhibitors, primary screen, biochemical, fluorescence polarization, single point; 0.15% of 340,000 active; Keap1 Kelch-Nrf2 peptide fluorescence polarization, 1536-well; AID 504523, 2011; Kelch-like ECH-associated protein 1 (Homo sapiens), Q14145; inhibition, % at 9.4 µM; in the data active means inhibition above about 12%;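 further: human Keap1 Kelch domain with fluorescein labeled Nrf2 9mer peptide probe; 0% = neutral control wells and 100% = peptide positive control; higher means more block of Keap1 binding to Nrf2 peptide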
Target sequence (Q14145 whole entry, looked up, the tested form may be a part): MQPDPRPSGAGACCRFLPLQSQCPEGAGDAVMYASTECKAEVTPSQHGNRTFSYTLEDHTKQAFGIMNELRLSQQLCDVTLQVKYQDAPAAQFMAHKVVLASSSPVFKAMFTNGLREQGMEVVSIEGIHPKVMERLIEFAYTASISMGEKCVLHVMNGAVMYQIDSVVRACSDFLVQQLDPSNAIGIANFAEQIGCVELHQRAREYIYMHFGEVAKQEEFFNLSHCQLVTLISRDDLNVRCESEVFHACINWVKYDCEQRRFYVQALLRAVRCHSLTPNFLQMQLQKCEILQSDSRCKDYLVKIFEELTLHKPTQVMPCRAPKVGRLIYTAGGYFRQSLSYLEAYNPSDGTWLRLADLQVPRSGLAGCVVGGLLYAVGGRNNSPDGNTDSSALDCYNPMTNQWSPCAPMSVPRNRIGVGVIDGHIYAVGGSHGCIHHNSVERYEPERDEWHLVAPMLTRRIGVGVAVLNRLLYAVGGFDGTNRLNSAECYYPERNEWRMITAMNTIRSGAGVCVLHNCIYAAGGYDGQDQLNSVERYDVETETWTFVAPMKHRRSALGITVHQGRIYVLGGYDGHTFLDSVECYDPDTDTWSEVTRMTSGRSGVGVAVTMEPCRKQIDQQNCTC
RTF Ca sens inh – cardiac RTF calcium sensitivity inhibitors, primary screen, biochemical, IANBD-TnC fluorescence, EC70 calcium; Troponin I, cardiac muscle (Homo sapiens) + Troponin T, cardiac muscle (Homo sapiens) + …; IANBD-labeled cardiac RTF, Ca2+ fluorescence; inhibition, % at 7.15 µM; 0.12% of 340,000 active; AID 493244, 2011;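 active means inhibition above the mean inhibition of all tested compounds plus 3 SD, cut at about 17% in these data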;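 further: assay run at fixed EC70 calcium of 1.6 mM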
C-LANA FP – inhibitors of KSHV C-LANA binding to DNA, primary screen, biochemical, fluorescence polarization, FAM-LBS DNA, MBP-C-LANA, single point; inhibition, % at 9 µM; 0.078% of 340,000 active;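 active means highest replicate inhibition at or above 60% at 9 µM, even if other replicates fall short; inactive means all replicates below 60% inhibition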;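 further: 0% = neutral control wells and 100% = 4 µM acridine orange control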
CAL PDZ FP-1 – untagged CAL PDZ binding inhibitors, primary screen, biochemical, fluorescence polarization, HTS; inhibition, % at 24.9 µM; 0.92% of 300,000 active; purified CAL PDZ, TMR-peptide fluorescence polarization, 1 h; AID 602252, 2012; Golgi-associated PDZ and coiled-coil motif-containing protein (Homo sapiens), Q9HD26;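 active means mean inhibition of at least 30% with at least half of replicates also reaching 30%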;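 further: 0% = DMSO neutral control and 100% = excess unlabeled competitor peptide PRC23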
NSD2 inh – NSD2 histone methyltransferase inhibitors, primary screen, biochemical, AlphaScreen, single concentration, set 2; Histone-lysine N-methyltransferase NSD2 (Homo sapiens), O96028; NSD2 peptide methylation, 120 min; inhibition, % at 12.5 µM; 0.54% of 310,000 active; in the data active means inhibition above about 50%
Arrestin-AP2 inh – inhibitors of beta-arrestin/AP2 binding, primary screen, biochemical, GPCR trafficking, flow cytometry | 0.31% of 340,000 active | FITC-arrestin peptide / GST-AP2 beads; AP2 beta2 appendage carries R879A mutation | beta-arrestin 1 C-terminal peptide binding to AP2 beta2-adaptin appendage (human) | inhibition, % at 10 µM;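 active means inhibition above a set limit, near 3 SD of compounds lacking own fluorescence, cut at about 54% in these data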;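 further: plate controls were DMSO wells for no effect and 5 µM unlabelled arrestin peptide for full effect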
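test system = AP2 appendage R879A on GSH beads | buffer or medium = PBS plus Tween 20 (0.05%) and BSA (0.1%) | incubation = 12 min plus 1 h, RT | detection = bead flow cytometry, FITC channel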
DAGLB inhibitor – DAGLB lipase inhibitors, primary screen, biochemical, fluorescence, HTS; Diacylglycerol lipase-beta (Homo sapiens), Q8NCG7; HEK293T DAGLB membrane lysate, EnzChek fluorogenic substrate; inhibition, % at 5.17 µM; 0.059% of 340,000 active; AID 504411, 2011; in the data active means inhibition above about 34%;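 further: 0% = enzyme with vehicle and 100% = wells lacking enzyme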
CAL PDZ FP-2 – CAL PDZ peptide-binding inhibitors, primary screen, biochemical, fluorescence polarization, Cer-tagged CAL PDZ, HTS; 0.02% of 330,000 active; purified CAL PDZ, TMR-peptide fluorescence polarization, 1 h; inhibition, % at 20 µM; Golgi-associated PDZ and coiled-coil motif-containing protein (Homo sapiens), Q9HD26; AID 504414, 2011;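 active means highest replicate inhibition of at least 40%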;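 further: plate controls were DMSO neutral control wells for no effect and unlabeled competitor peptide control wells for full effect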
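Material: tagged CAL PDZ domain; buffer or medium: 25 mM sodium phosphate pH 7.4, 150 mM NaCl, TCEP, IgG, Thesit; compound dosing: single point, 20 µM; schedule: 1 h incubation at room temperature before polarization reading; measured by: FP readout, S and P plane fluorescence; read-out basis: percent inhibition from loss of millipolarization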
DSG3 Ab inh – inhibitors of pemphigus antibody binding to DSG3, primary screen, biochemical, bead-based, flow cytometry, scFv-GFP | Desmoglein-3 (Homo sapiens), P32926 | DSG3-coupled beads, scFv-anti-DSG3-GFP binding; stronger effect = lower value | binding (percent of control), % at 10 µM | 0.48% of 310,000 active | AID 588358, 2011;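 active means binding more than 3 SD below its plate's average and above zero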;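 further: hits lower antibody fragment binding to DSG3; some compounds called inactive have numbers as strong as hits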
* marks the source's active call; other numbers are inactive results; x = no result given.

SMILES | V-ATPase pHluor | Keap1 Nrf2 FP | RTF Ca sens inh | C-LANA FP | CAL PDZ FP-1 | NSD2 inh | Arrestin-AP2 inh | DAGLB inhibitor | CAL PDZ FP-2 | DSG3 Ab inh
Cc1ccc(S(=O)(=O)N2CCC(C(=O)Nc3ccccc3N3CCCC3)CC2)c(C)c1 | -2.4 | -4.7 | -0.2 | 1.3 | -4.8 | -1.3 | -7.4 | -3.1 | -2.8 | 90.0
O=C(c1nn2c(C(F)(F)F)cc(-c3ccc(F)cc3)nc2c1Cl)N1CCOCC1 | -1.3 | -3.2 | -4.6 | -4.0 | -2.1 | -0.3 | -0.9 | -1.6 | -2.0 | x
Cc1cc(Cl)ccc1OCC(=O)OCC(=O)NC1CCS(=O)(=O)C1 (centres undefined) | -5.6 | -3.5 | -1.0 | 0.1 | -2.5 | 0.8 | -7.9 | 0.2 | -0.3 | 88.7
CCCNNC(=O)C(O)(c1ccccc1)c1ccccc1 | -2.7 | 0.6 | -2.9 | 0.4 | -4.8 | -0.9 | 39.5 | 1.0 | 1.0 | 100.2
CCOc1ccc(C(=O)Nc2cc(OC)ccc2OC)cc1 | 0.8 | -6.1 | 8.3 | 0.7 | -0.1 | -5.1 | 9.4 | -5.3 | -2.5 | 98.5
CCCCS(=O)(=O)N1CCCC(C(=O)NCC2CCCO2)C1 (centres undefined) | 6.8 | 1.6 | -0.6 | 1.2 | -1.5 | -2.2 | 1.9 | -1.6 | 2.1 | 101.2
COc1ccc(/C=C/C(=O)Oc2ccc(/C=N/NC(=O)COc3c(C)cccc3C)cc2)cc1 | 0.7 | -0.8 | 0.1 | -2.0 | 0.3 | -2.4 | -4.6 | 0.4 | -0.9 | 99.3
O=S(=O)(NCCN1CCCC1)c1ccc(Cl)cc1 | 0.9 | -6.0 | -9.5 | -0.5 | -2.9 | x | 4.3 | -0.9 | 0.9 | 98.7
CCC(C(=O)Nc1ccc(C(=O)Nc2ccccc2C(=O)O)cc1)c1ccccc1 (centres undefined) | 1.0 | -1.3 | -1.4 | -1.2 | -9.9 | -0.3 | 14.9 | 2.8 | -7.0 | 117.5
Cc1nn(-c2cccc(C(=O)O)c2)c(C)c1[N+](=O)[O-] | 0.6 | -3.0 | -10.6 | 0.9 | -0.4 | 0.3 | -3.1 | -2.4 | -0.3 | 103.7
Cc1ccc(Cl)cc1NC(=O)Cn1cc(C(F)(F)F)cc(Cl)c1=O | 1.6 | -1.1 | -2.1 | 1.2 | -1.8 | -0.9 | -11.2 | -3.4 | -0.2 | 97.4
Cc1cc(SCC(=O)OCC(=O)N2CCCC2=O)c(C)cc1Br | 0.9 | -0.6 | -1.0 | -1.5 | x | -5.7 | -12.9 | -1.8 | -2.5 | 102.0
CCCCCCc1ccc(N2C[C@H](CCCCC)[C@@H](CC(=O)NCc3ccc(OC)cc3)C2=O)cc1 | -4.7 | -0.7 | -6.2 | 0.5 | 1.1 | x | 1.9 | -4.2 | -1.2 | 101.6
C#CCN1C(=O)S/C(=C\c2cc3c(cc2OC)OCO3)C1=O | 6.4 | 6.7 | 0.9 | 6.2 | -5.6 | -0.8 | -5.3 | -1.4 | x | 111.6
COc1ccc(NC(=O)c2cnc(NS(=O)(=O)c3ccccc3)nc2)cc1 | 3.0 | -1.7 | 0.3 | -0.3 | -3.0 | -1.2 | 2.3 | -0.5 | -3.8 | 93.8
O=C(Cc1cccs1)NCc1ccc(Cl)cc1Cl | -2.8 | -0.9 | 4.2 | -0.3 | -1.3 | -2.1 | 33.5 | -4.0 | -1.8 | 116.8
C/C(=N/NS(=O)(=O)c1cccc([N+](=O)[O-])c1)c1ccncc1 | -0.4 | -3.8 | -7.8 | 1.5 | -1.3 | 0.3 | 16.4 | 0.9 | -3.9 | 103.5
CC(=O)N1CCC2(CC1)C(C#N)=C(N)Oc1c2sc2nc(C)cc(C)c12 | -3.1 | -6.3 | -10.6 | 0.0 | -5.2 | 1.0 | -2.4 | 0.7 | -2.6 | x
Cc1ccc(S(=O)(=O)NC2c3cccc4cccc(c34)C2Sc2nncn2C)cc1 (centres undefined) | 4.9 | -2.8 | -21.1 | 2.5 | -1.8 | 2.4 | 0.0 | 0.6 | -1.4 | 93.0
CCC(=O)c1ccc(OCC(O)CN2CCOCC2)cc1 (centres undefined) | 3.4 | 5.3 | -10.8 | 0.9 | -3.1 | -3.3 | -6.4 | 0.6 | -2.7 | 96.9
COc1ccc(C(=O)N/N=C2/SCC(=O)N2Cc2ccc3c(c2)OCO3)cc1OC | 5.2 | 0.0 | 6.9 | -4.5 | -1.9 | 2.0 | 5.6 | -2.5 | -2.7 | 80.8
CCN1C(=NCc2cc(OC)c(OC)c(OC)c2)N[C@@H](c2ccccc2)C(C(=O)OC)=C1C | -0.6 | -0.9 | 3.4 | -0.5 | -3.4 | x | -2.3 | 0.5 | -0.6 | 122.3
CCN1CCN(C(=O)CN2C(=O)COc3ccc(C)cc32)CC1 | -0.1 | -2.7 | -6.3 | -1.6 | -12.7 | -2.1 | 24.6 | 4.1 | -6.2 | 121.1
O=C(CS(=O)(=O)c1ccc(F)cc1)Nc1nnc(-c2ccccc2Cl)o1 | -0.8 | -4.7 | 2.1 | 0.0 | -2.5 | 0.5 | -3.6 | 0.9 | -2.3 | 99.8
COc1ccc(C2CC(C(F)(F)F)n3ncc(C(=O)O)c3N2)cc1OC (centres undefined) | 0.4 | 1.8 | -4.3 | 1.8 | 1.2 | -2.9 | -0.4 | 0.3 | 0.5 | 106.9
Cc1ccc(-n2nc(C(=O)O)cc2-c2ccccc2)cc1 | -0.1 | -1.2 | -0.9 | 1.3 | -3.1 | 3.7 | -4.1 | -3.3 | -0.8 | 99.2
Cc1onc(-c2ccccc2)c1C(=O)N1CCCc2ccccc21 | -0.7 | -0.8 | -0.3 | -0.2 | -2.1 | -3.1 | -50.7 | -0.1 | -2.8 | 105.7
COc1ccccc1N1CC(C(=O)Nc2nnc(SCC(=O)NCC3CCCO3)s2)CC1=O (centres undefined) | -2.5 | -1.6 | -4.1 | 0.3 | -6.6 | 1.1 | 1.2 | 1.2 | -1.1 | 103.2
Cc1ccc(-c2nnc3n2N=C(c2ccc(Br)cc2)CS3)cc1 | 4.3 | -3.9 | 3.0 | 0.4 | -2.2 | x | 3.2 | -9.0 | -0.4 | 116.4
CN(C)CCNC(=O)c1ccc2c(=O)n(Cc3ccc(Cl)cc3)c(=S)[nH]c2c1 | -3.8 | -10.1 | -3.1 | 2.0 | 10.8 | x | -2.6 | 2.0 | -2.6 | 109.4
O=C1CCC/C(=N\NC(=O)c2ccc(CSc3cccc4cccnc34)cc2)C1 | 0.7 | -2.7 | -8.0 | 1.5 | x | 2.3 | 8.1 | -2.8 | -0.8 | 97.0
C/C(=N\NC(=O)c1nnn(-c2nonc2N)c1C)c1ccc(-c2ccccc2)cc1 | -0.6 | 3.5 | 0.0 | -1.5 | -0.8 | 98.8* | 3.3 | -2.4 | -2.1 | x
CC(C)(C)C(=O)N1CCC(O)(CS(=O)(=O)c2ccc(Cl)c(Cl)c2)CC1 | 1.2 | 0.7 | -5.3 | -1.7 | -3.3 | 3.2 | -18.1 | -0.8 | -2.8 | 115.1
COc1cc2c(oc(=O)c3cc(C)cc(OC)c32)c2c(C3OC(C)C(O)C(C)(O)C3O)ccc(O)c12 (centres undefined) | -6.5 | -5.9 | 1.0 | 6.4 | 1.7 | 86.3* | 47.8 | -1.0 | 2.2 | 86.3
O=C(OCC(=O)N1CCN(C(=O)c2ccco2)CC1)c1ccc(Cl)nc1 | -2.5 | 0.4 | -1.1 | -1.2 | x | -2.4 | -43.9 | 1.5 | -0.4 | 98.9
OC(CN=c1sc2ccccc2n1CC(O)COc1ccccc1)COc1ccccc1 (centres undefined) | 2.0 | 1.4 | -10.7 | 1.8 | -3.9 | -0.1 | 3.5 | -2.0 | -0.3 | x
CCCCCN(C(=O)CCC(=O)OCC(=O)NCCc1ccccc1)c1c(N)n(CCCC)c(=O)[nH]c1=O | 0.2 | x | x | x | x | -3.6 | x | 2.0 | x | 97.5
COc1ccc(NC(=O)CCN2C(=O)c3ccncc3C2=O)cc1OC | 1.4 | -4.6 | -6.7 | -0.6 | -1.9 | 1.0 | 1.9 | -4.2 | -2.2 | 101.5
NS(=O)(=O)CCCc1ccccc1 | 2.9 | 0.7 | -0.6 | -0.2 | -0.2 | x | -1.6 | 1.1 | -0.1 | 100.6
Cc1cc2ccccc2nc1-c1ccccc1F | -1.2 | 3.3 | -1.7 | -6.0 | -9.1 | 30.5 | 1.7 | -4.1 | -0.7 | 94.0
O=[N+]([O-])c1ccc(Oc2cccc3cccnc23)c(Cl)c1 | -2.1 | -3.0 | -0.3 | 48.5 | 9.2 | 3.5 | 1.6 | -0.9 | -1.7 | 99.5
O=C(COC(=O)/C=C/c1nc2ccccc2s1)Nc1ccccc1Oc1ccccc1 | -1.7 | -2.1 | 4.7 | 4.1 | -0.3 | -1.8 | -3.2 | -5.7 | -1.4 | 98.0
CN(C)c1ccc(/C=C(/C#N)C(=O)NCc2ccccc2)o1 | 2.7 | -19.0 | -97.8 | 3.2 | -4.0 | 1.2 | 5.4 | -12.0 | -2.2 | 123.8

A portion of the library; rates above refer to the full screens.
